# Screening data as filed in PubChem.
# 15-hLO-2 inh: qHTS Assay for Inhibitors of 15-hLO-2 (15-human lipoxygenase 2). AID 881, 2007. purified 15hLO-2, xylenol orange hydroperoxide absorbance. hit rate 0.56% among 110,000. Polyunsaturated fatty acid lipoxygenase ALOX15B (Homo sapiens), O15296. Potency, µM (top dose mostly 57.1 µM), without a hit: at the highest dose activity change, negative = inhibition, usual class: inhibitors; further: potency means the concentration at half of the fitted maximal effect; nearly all actives have a fitted effect of over 60% in size; many of its hits are not listed in these tables
#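 Enzyme 50 nM, AA 45 uM, 25 mM Hepes pH 7.5 + 0.01% Triton X-100; cpd preinc 15 min RT, rxn 90 min RT; stop/detect with 200 uM XO + 300 uM Fe(II) in 50 mM H2SO4, 30 min; A573/A405.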
# IMPase inh: qHTS Assay for Identifying the Cell-Membrane Permeable IMPase Inhibitors; Inositol monophosphatase 1 (Rattus norvegicus), P97697; CHO-M1 cells, IP1 accumulation, HTRF TR-FRET ratio; inhibition (IP1 accumulation), % at 46.1 µM; 120,000 tested, under 10 active; active means well fitted curve in the direction sought with a large enough effect in the signal ratio, not every such curve was filed as active; inconclusive means small, poorly fitted or top-dose-only effect, or a change in a side signal; inactive means no such curve, though single readings can be large or run the other way; the % refers to the signal ratio;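 further: cells stimulated with carbachol in lithium chloride buffer; plate controls were DMSO basal wells for no effect and reference inhibitor wells for full effect; higher means more IMPase inhibition seen as more IP1 and lower FRET ratio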
# Target sequence (P97697 whole entry, looked up): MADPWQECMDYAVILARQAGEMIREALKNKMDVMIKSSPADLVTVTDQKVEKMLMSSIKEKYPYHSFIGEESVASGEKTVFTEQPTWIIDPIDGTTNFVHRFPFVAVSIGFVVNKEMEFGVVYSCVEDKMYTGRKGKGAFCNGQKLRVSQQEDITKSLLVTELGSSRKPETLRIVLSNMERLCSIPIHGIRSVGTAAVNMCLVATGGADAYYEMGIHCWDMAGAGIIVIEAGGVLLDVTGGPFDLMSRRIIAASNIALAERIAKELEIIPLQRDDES
#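 Measured: the HTRF emission ratio (665/620 nm) plus the 620 nm donor channel, each fitted to the Hill equation to give AC50. Cells were CHO-M1 given compounds up to 46 uM and a 30 min carbachol stimulation at 37C.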
# PNC inhibitor: High Content Assay for Compounds that inhibit the Assembly of the Perinucleolar Compartment; PC3M PTB-GFP, PNC prevalence imaging, 16 h; stronger effect = lower value; activity change (PNC), negative = inhibition, % at 10 µM; hit rate 3.1% among 140,000; AID 2417, 2010;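 active means readout at or below -70, meaning at least 70% loss of cells showing the perinucleolar compartment, a nuclear body marking cancer cells; inconclusive means readout between -30 and a set limit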;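 further: plate controls were DMSO wells for no effect and camptothecin positive control wells for full effect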
#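 PC3M cells stably expressing PTB-GFP, 750–1000 cells/well, treated 16 h at 37 °C with compound (23 nl of library stock), in duplicate. After paraformaldehyde fixation and Hoechst stain, imaged at 20x; PNC prevalence scored by image analysis.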
# 12-hLO inh: qHTS Assay for Inhibitors of 12-hLO (12-human lipoxygenase). hit rate 0.12% among 150,000. purified 12-hLO, xylenol orange hydroperoxide absorbance. Potency, µM (series often up to 57.1 µM), without a hit: top-dose activity change, negative = inhibition, most hits filed as inhibitors; further: potency means the concentration at half of the fitted maximal effect; nearly all actives have a fitted effect of over 55% in size; many of its hits are not listed in these tables
# Target sequence (P18054 whole entry, looked up): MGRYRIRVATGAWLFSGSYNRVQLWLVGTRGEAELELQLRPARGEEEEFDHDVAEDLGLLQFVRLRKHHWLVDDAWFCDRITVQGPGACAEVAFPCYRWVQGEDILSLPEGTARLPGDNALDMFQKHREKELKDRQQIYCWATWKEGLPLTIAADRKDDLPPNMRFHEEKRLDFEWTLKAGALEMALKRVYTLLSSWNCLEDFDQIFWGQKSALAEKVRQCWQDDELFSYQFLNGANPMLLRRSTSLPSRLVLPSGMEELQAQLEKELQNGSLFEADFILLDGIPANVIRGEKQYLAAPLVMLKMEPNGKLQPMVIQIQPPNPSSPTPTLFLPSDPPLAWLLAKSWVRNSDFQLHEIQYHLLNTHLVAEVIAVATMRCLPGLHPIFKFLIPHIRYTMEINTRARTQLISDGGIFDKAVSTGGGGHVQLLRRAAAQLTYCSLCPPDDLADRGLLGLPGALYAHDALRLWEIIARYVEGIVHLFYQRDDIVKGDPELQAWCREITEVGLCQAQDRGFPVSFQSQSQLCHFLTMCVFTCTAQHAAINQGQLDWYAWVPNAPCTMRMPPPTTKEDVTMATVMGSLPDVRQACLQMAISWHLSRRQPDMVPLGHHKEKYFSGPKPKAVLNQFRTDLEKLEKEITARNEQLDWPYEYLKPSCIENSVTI
#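 Lipoxygenase turnover measured by absorbance at 573 and 405 nm after Fe-XO development. Human 12hLO 150 nM, arachidonate 40 uM, pH 7.0 Hepes buffer with detergent; 15 min compound preincubation, 30 min reaction.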
# An asterisk follows results filed as active; u = inconclusive; x = not tested or not shown; [ ] = remark or other dose. Unless noted, the call rests on the fitted dose curve; in most records, active means well fitted curve in the direction sought with a large enough effect; inconclusive means small, poorly fitted or top-dose-only effect, or another doubt; inactive means no such curve, though single readings can be large; an effect the other way counts as inactive or inconclusive. Unless noted, on the % scale 0 is the no-effect control and ±100 the full control effect. Some of the compounds tested; count on the stated rates, not on these rows.
smiles	15-hLO-2 inh	IMPase inh	PNC inhibitor	12-hLO inh
C/C(=N\NC(=O)C(=O)Nc1ccc(C)c(Cl)c1)c1ccncc1	x	-1	39	-2%
CC(=O)/C(=N\Nc1cccc(Cl)c1)Sc1cccc2cccnc12	x	x	38	4%
CCOC(=O)c1c(NC(=O)c2cccs2)sc(C(=O)N(C)C)c1C	-25%	-1	53	-4%
CC(=O)Nc1sc(C)c(C)c1C(=O)OCC(=O)N(C)C1CCS(=O)(=O)C1 (stereo unspecified)	x	x	6	-7%
N#Cc1ccc(Oc2nc(C(N)=O)cc(-c3ccccc3)n2)cc1	-12%	1	29	3%
CC(Sc1nc(C(C)(C)C)cc(-c2ccccc2)c1C#N)C(=O)Nc1ccccc1 (stereo unspecified)	x	x	-16	1%
NNc1nc(N)c2c(n1)-c1ccccc1CC21CCCC1	x	4	u	-8%
O=c1c2ccccc2nc(-c2ccccc2)n1CCN1CCOCC1	-3%	-2	-10	8%
O=c1sc2ccccc2n1COc1ccc(Cl)cc1	1%	7	15	-8%
CSc1nc(N2CCN(CCO)CC2)c2sc3nc(-c4ccco4)c4c(c3c2n1)CCC4	34%[activator]	-6	-20	1%
COc1ccc(CN2CC(C(=O)NCCCN3CCN(Cc4ccccc4)CC3)CC2=O)cc1 (stereo unspecified)	x	x	-19	0%
Cc1ccsc1C(=O)NNC(=S)NCC(C)C	-4%	10	14	3%
CCC(Sc1ncccc1C(=O)Oc1cccc([N+](=O)[O-])c1)C(=O)Nc1ccccc1OC (stereo unspecified)	x	7	38	1%
O=C(NCCC1=CCCCC1)c1cnccn1	1%	-3	2	-4%
CSCCOC(=O)COc1ccc(/C=N/NC(=O)c2nn(C)cc2Cl)cc1	x	x	-21	0%
Cc1ccc(Nc2nnc(-c3ccc4c(c3)OCO4)o2)c(C)c1	-3%[11.4 µM]	x	x	-13%[11.4 µM]
Clc1ccc(C2[C@H]3CN(CC4CCCCC4)[C@H](c4ccccc4)C34CC2(c2cccnc2)C4)cn1 (stereo partly specified)	31%[activator]	x	x	-1%
CC(C)Cn1c(-c2nn(C)cc2Cl)n[nH]c1=S	13%	1	23	3%
C=C[C@@]1(C)CC(=O)[C@@]2(O)[C@@]3(C)[C@H](O)CCC(C)(C)[C@@H]3[C@H](O)[C@H](OC(C)=O)[C@]2(C)O1	-4%	1	x	-2%
O=C1Nc2ccccc2C12OCC1(CO2)COC2(OC1)C(=O)Nc1ccccc12 (stereo unspecified)	-6%	-4	6	1%
COC(=O)c1ccc(CSc2nc3c(cnn3-c3ccc(F)cc3)c(=O)[nH]2)o1	x	3	42	-12%
COC(=O)Cc1c(C)nc2nc(Cc3ccccc3)[nH]n2c1=O	0%	15	-11	-6%
COc1cc(/C=N/NC(N)=O)ccc1OCC(=O)Nc1ccc(C)c(C)c1	x	x	u	2%
O=C(COC(=O)c1ccc(Cl)nc1)NCc1ccc2c(c1)OCO2	x	-4	u	0%
Cc1c(-c2ccccc2)oc2c(C(=O)OCC(=O)Nc3ccc(C(N)=O)cc3)cccc2c1=O	x	x	25	-1%

# Some of the entries so far, as labelled records.
> Clc1ccc(C2[C@H]3CN(CC4CCCCC4)[C@H](c4ccccc4)C34CC2(c2cccnc2)C4)cn1 (stereo partly specified)
  15-hLO-2 inh = 31%[activator] | IMPase inh = x | PNC inhibitor = x | 12-hLO inh = -1%
> CC(C)Cn1c(-c2nn(C)cc2Cl)n[nH]c1=S
  15-hLO-2 inh = 13% | IMPase inh = 1 | PNC inhibitor = 23 | 12-hLO inh = 3%
> C=C[C@@]1(C)CC(=O)[C@@]2(O)[C@@]3(C)[C@H](O)CCC(C)(C)[C@@H]3[C@H](O)[C@H](OC(C)=O)[C@]2(C)O1
  15-hLO-2 inh = -4% | IMPase inh = 1 | PNC inhibitor = x | 12-hLO inh = -2%
> O=C1Nc2ccccc2C12OCC1(CO2)COC2(OC1)C(=O)Nc1ccccc12 (stereo unspecified)
  15-hLO-2 inh = -6% | IMPase inh = -4 | PNC inhibitor = 6 | 12-hLO inh = 1%

# Next section
smiles	15-hLO-2 inh	IMPase inh	PNC inhibitor	12-hLO inh
CCC(Sc1nc(C)cc(C)n1)C(=O)NC1=NN=C(c2ccc(C)cc2)CS1 (stereo unspecified)	48%[activator]	-7	-6	-5%
O=C(COC(=O)Cn1cnc2ccccc21)NCCc1ccccc1	-6%	1	-83*	-1%
O=C(NCCCn1ccnc1)c1cn(-c2ccccc2)nc1-c1ccccc1	60%[activator]	20	8	-8%
NC(=O)c1ccccc1N=Cc1ccc2ccccc2c1	x	x	u	0%
COc1ccc(-c2nn3cnnc3s2)cc1OC	3%	-5	-19	-8%
C=CCOC(=O)C1=C(C)NC(SCC(=O)N(CC)CC)=C(C#N)C1c1ccco1 (stereo unspecified)	-4%	4	16	-1%
COC(=O)CCS(=O)(=O)c1ccc(Cl)c(Cl)c1	-5%	5	28	7%
O=C(O)c1c[nH]c(=S)n1-c1ccc(F)cc1	8%	-4	u	-3%
O=C(N1CCOCC1)N(Cc1ccco1)CC1CCCO1 (stereo unspecified)	-2%	-2	19	0%
c1ccc(Oc2cc(-n3cncn3)ncn2)cc1	x	x	7	5%
CCN1C(=O)c2ccc(C(=O)O)cc2C1=O	x	7	180	0%
Cc1cccc(-c2nnn(CC/C(N)=N/O)n2)c1	-1%	15	-23	7%
Cc1cccc(NC(=O)Cn2cnc3ccc(S(=O)(=O)N4CCC(C)CC4)cc3c2=O)n1	5%	-17	15	-8%
Cc1c(-c2ccccc2)nc(N)c(C#N)c1-c1cccs1	3%	8	1	6%
CC(=O)N(/N=C1\Sc2ccccc2C1=O)c1ccccc1	2%	11	20	1%
Cc1ccc(NC(=O)c2cc(C(=O)c3cc(Cl)ccc3O)cn(-c3ccc(C)cc3)c2=O)cc1	x	x	17	0%
CCCCCCCCC#Cc1nc(C)ccc1OC	17%[0.0915 µM]	x	x	0%[0.00818 µM]
CCOC(=O)CNC(=O)c1sc(NC(=O)c2ccccc2)nc1C	x	6	13	6%
COC(C#CCCN(C)C)(c1ccccc1)c1ccccc1	x	23	-24	-1%
CC(C)CCOCC1CC2(CC(C)(c3csc(N)n3)OC2=O)C(=O)O1 (stereo unspecified)	17%	-4	28	6%
O=C(NC1CCCCC1)C1CCN(S(=O)(=O)N2CCOCC2)CC1	-8%	-2	24	-5%
Cn1c(/C=N/c2nc3ccccc3[nH]2)nc2ccccc21	1%	-4	-29	-5%
CC(C)(C)c1ccc(-c2nnc(SC3CCOC3=O)n2Cc2ccccc2)cc1 (stereo unspecified)	x	x	u	-9%
CCOc1ccccc1OCCOCCN1CC(C)OC(C)C1 (stereo unspecified)	-11%	4	-87*	-3%
Cc1c(NC(=O)C(C)N2C(=O)c3ccccc3C2=O)c(=O)n(-c2ccccc2)n1C (stereo unspecified)	3%	-6	u	3%

# Single records, as listed above. Screens in order: 15-hLO-2 inh	IMPase inh	PNC inhibitor	12-hLO inh
# Cc1c(NC(=O)C(C)N2C(=O)c3ccccc3C2=O)c(=O)n(-c2ccccc2)n1C (stereo unspecified) is entered as 3%	-6	u	3%
# Cc1cccc(NC(=O)Cn2cnc3ccc(S(=O)(=O)N4CCC(C)CC4)cc3c2=O)n1 is entered as 5%	-17	15	-8%
# Cc1ccc(NC(=O)c2cc(C(=O)c3cc(Cl)ccc3O)cn(-c3ccc(C)cc3)c2=O)cc1 is entered as x	x	17	0%

# Additional compounds follow.
smiles	15-hLO-2 inh	IMPase inh	PNC inhibitor	12-hLO inh
COC(=O)c1[nH]c2cc(OC)ccc2c1NC(=O)CN1CCC(C(N)=O)CC1	9%	3	25	-3%
COC(=O)C(Cc1ccc(O)cc1)NC(=O)CCC(=O)Nc1ccc(S(N)(=O)=O)cc1 (stereo unspecified)	-6%	-4	15	2%
O=C(O)c1cc(=O)c2c(Cl)cc(Cl)cc2[nH]1	17%	u	x	-5%
COC(=O)c1c(Oc2nc(OC)cc(OC)n2)cccc1Oc1nc(OC)cc(OC)n1	x	x	32	4%
COC(=O)c1c(C)oc2ccc(OC(=O)N3CCOCC3)cc12	3%	-8	3	-1%
CCc1nnc(NC(=O)C2CCCN2C(=O)NC2CCCCC2)s1 (stereo unspecified)	12%	5	27	0%
O=C(NNC(=O)C1CCCCC1)c1cnccn1	7%	-5	-6	7%
O=S(=O)(Nc1nc2ccccc2nc1NCCN1CCOCC1)c1cccc(Cl)c1	1%	-4	57	-11%
COc1ccc(C2(CNC(=O)Cc3ccc(OC)c(OC)c3)CCOCC2)cc1	-3%	-7	-2	-4%
Cc1onc(-c2ccccc2Cl)c1C(=O)OCn1nnc2ccccc2c1=O	5%	5	u	-3%
COc1ccc(/C=C2\COc3ccccc3C2=O)cc1OC	x	x	u	-3%
CC(C)(C)C(=O)Cn1ncc(NC2CC2)c(Br)c1=O	1%	9	u	2%
CCCCOC(=O)CSCC(=O)N1N=C(c2cccs2)CC1c1ccc(F)cc1 (stereo unspecified)	x	5	18	1%
COc1cccc(C(C(=O)NC2CCCCC2)N(C(=O)Cc2cccs2)c2ccc(-n3cnnn3)c(OC)c2)c1 (stereo unspecified)	x	10	19	0%
CCCn1nnc(NC(=O)c2ccc(OCC)c(Cl)c2)n1	3%	12	-11	-6%
Cc1occc1C(=O)NNC(=O)c1ccccc1Br	x	x	-7	2%
CN(C)c1nc(N)nc(-c2ccco2)n1	-6%	19	14	0%
C=C(C)CSc1nnc([C@@H](NC(=O)OC(C)(C)C)C(C)CC)o1 (stereo partly specified)	2%	14	u	-3%
O=C(CN1CCC(n2nnc3cc(F)ccc32)CC1)Nc1ccccc1N1CCOCC1	4%	-1	3	-7%
COc1ccc(CN=C2NC(=O)CC(C(=O)Nc3ccc(Cl)cc3)S2)cc1 (stereo unspecified)	x	x	-3	-2%
CCC(CC)C(=O)Nc1cc(NC(=O)C(CC)CC)cc(C(=O)O)c1	1%	8	29	-3%
S=C(c1ccc(-c2cc(Cl)ccc2Cl)o1)N1CCOCC1	u	2	60	u
